PAX8 inh HTS = inhibitors of PAX8-driven TPO luciferase reporter, primary screen, RMG-I cells, single concentration; SteadyGlo, 24 h; inhibition, % at 12.6 µM; actives 1.2% (n = 360,000);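 active = mean replicate inhibition at least 60% with every replicate also reaching 60%; inconclusive = only one of the two criteria is met; inactive = mean below 60% and not all replicates reaching 60%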;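 note: luciferase light reporting Pax8 driven TPO promoter activity; plate controls were median of neutral control wells for no effect and mitoxantrone controls for full effect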
FN deposition inh = inhibitors of fibronectin matrix deposition, primary screen, AH1F cells, Alexa488-fibronectin fluorescence, plate reader; AH1F fibroblasts, overnight; inhibition, % at 12.6 µM; actives 0.086% (n = 350,000); AID 743247, 2014;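 active = mean inhibition across replicates of 30% or more, regardless of how many single replicates reach that level; inconclusive = mean under 30% yet at least half of replicates reach 30%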;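 note: positive control wells lacked labelled fibronectin entirely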
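Material: AH1F fibroblasts assembling fluorescent fibronectin matrix; amount: 10000 AH1F cells/well; medium: DMEM, 2% serum; reagent: Alexa488-fibronectin, 24 nM final in well; dosing: single compound dose, delivered by pin transfer; incubation: 1 h adhesion, overnight exposure; detection: fluorescence after three HBSS washes, excitation 485 nm, emission 525 nm; measure: fibronectin deposition inhibition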
EWS-Fli block = EWS/Fli-driven NR0B1 reporter inhibitors, primary screen, A673 cells, NR0B1 luciferase, luminescence, MLPCN library | inhibition, % at 12.6 µM | viability-normalised | AID 651661, 2012 | actives 0.67% (n = 350,000);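 active = mean inhibition of at least 50% after viability correction, with every replicate also passing that limit; inconclusive = mean reaches 50% but only one of two replicates passes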;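 note: firefly luciferase signal divided by Alamar Blue viability fluorescence both relative to DMSO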
DENV2 CPE = inhibitors of DENV2 cytopathic effect, primary screen, cell-based, plate reader, single concentration | DENV2-infected cells, cytopathic effect rescue | CPE inhibition, % at 9.99 µM | actives 1.7% (n = 350,000); in the data active = CPE inhibition above about 20%, passing the limit was not always enough; inconclusive = no clear call, values can overlap the other calls; tested in BHK-21 cells;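 note: 0% = median of neutral control wells and 100% = median of positive control wells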
INS-1E GSIS act = GLuc luminescence reporter in INS-1E cells, primary screen for activators of glucose-dependent secretion of insulin. AID 743287, 2014. actives 0.61% (n = 370,000). INS-1E GLuc reporter insulin secretion, 2-3 h. activation, % at 16.6 µM;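 active = lowest replicate activation of at least 40%, so every replicate reaches that level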;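 note: 0% = median of neutral control wells and 100% = median of IBMX positive control wells; some compounds called inactive have numbers as strong as hits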
miR-122 sensor = miR-122 Renilla sensor signal increase in Huh7, primary screen, miR-122 inhibitor project, cell-based, single point, plate reader | Huh7 miR-122 Renilla luciferase sensor, 48 h; neutral wells = 0, positive control = 100 | activation (reporter increase), % at 12.5 µM | actives 0.3% (n = 340,000) | AID 602342, 2012;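 active = mean replicate activation score at least 90 and every replicate individually at or above 90; inconclusive = only one of the two criteria met; inactive = neither criterion met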;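 note: higher luciferase means less miR-122 activity so hits act as miR-122 inhibitors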
F508del corr = F508del CFTR correction, initial screen, CFBE line, single point; CFBE cells, YFP halide quenching; stimulated with forskolin plus potentiator P3; % fluorescence drop versus neutral controls; activity (quench increase), % at 7.58 µM; actives 0.36% (n = 350,000); AID 720511, 2013;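 active = mean added fluorescence quench of at least 8% versus neutral control, with both replicates also reaching 8%; inconclusive = only one of the mean or replicate conditions met; inactive = mean below 8% and not both replicates reaching 8%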;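 note: cells transiently co-express mutant CFTR-F508del with the halide-sensitive YFP; corrector assay measuring rescue of mutant channel to the surface after 24 h compound exposure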
* = called active by the depositor; ? = inconclusive; . = not tested or not shown; & = joins results of further samples; ! = repeats disagree; [ ] = another dose, or the depositor's remark.

The opening ten entries (preview)
SMILES	PAX8 inh HTS	FN deposition inh	EWS-Fli block	DENV2 CPE	INS-1E GSIS act	miR-122 sensor	F508del corr
O=C(N[C@@H]1CC[C@H](CCNC(=O)C2CC2)O[C@@H]1CO)c1ccccn1	.	-2	3	1	16	.	-1.8
Cc1ccc2nc(SC(C)C(=O)N3CC(C)OC(C)C3)[nH]c2c1 (stereo not drawn)	26	14	-2	4	2	.	3.2
COc1ccc(C#Cc2ccc([C@H]3[C@@H](CO)N4CCCCN(C(=O)Nc5cccc(F)c5)C[C@@H]34)cc2)cc1	15	.	5	13	5	-3[16.7 µM]	0.6
C[C@@H]1CN([C@@H](C)CO)C(=O)c2cccc(NC(=O)Nc3ccc(C(F)(F)F)cc3)c2O[C@@H]1CN(C)C(=O)Nc1ccccc1	15	.	6	3	1	-2[16.7 µM]	2.3
NC(=O)COC(=O)CCSc1ccc(Cl)cc1	-7	-1	17	2	-3	.	0.2
COc1cccc(S(=O)(=O)N2CCC3(CC2)CN(C(=O)Nc2ccc(F)cc2)[C@@H](CO)c2[nH]c4cc(OC)ccc4c23)c1	.	.	7	-6	7	.	1.5
COc1ccc(NC(=O)CSc2nc3[nH]ncc3c(=O)n2-c2ccccc2OC)cc1OC	3	-9	.	.	9	-7	.
CCC(=O)Nc1ccc2c(c1)C(=O)N(C)C[C@H](OC)[C@@H](C)CN(C(=O)C1CC1)[C@H](C)CO2	0	5	-4	15	-2	.	-0.2
Cc1cc2c(NC(=O)CC(C)(C)CC(=O)O)cccc2nn1	22	-4	2	-1	-3	.	0.0
O=C(CN1CCc2ccccc2C1)Nc1ccccc1C(F)(F)F	21	5	28	-5	-4	0	-1.7

The listing (from the top)
SMILES	PAX8 inh HTS	FN deposition inh	EWS-Fli block	DENV2 CPE	INS-1E GSIS act	miR-122 sensor	F508del corr
O=C(N[C@@H]1CC[C@H](CCNC(=O)C2CC2)O[C@@H]1CO)c1ccccn1	.	-2	3	1	16	.	-1.8
Cc1ccc2nc(SC(C)C(=O)N3CC(C)OC(C)C3)[nH]c2c1 (stereo not drawn)	26	14	-2	4	2	.	3.2
COc1ccc(C#Cc2ccc([C@H]3[C@@H](CO)N4CCCCN(C(=O)Nc5cccc(F)c5)C[C@@H]34)cc2)cc1	15	.	5	13	5	-3[16.7 µM]	0.6
C[C@@H]1CN([C@@H](C)CO)C(=O)c2cccc(NC(=O)Nc3ccc(C(F)(F)F)cc3)c2O[C@@H]1CN(C)C(=O)Nc1ccccc1	15	.	6	3	1	-2[16.7 µM]	2.3
NC(=O)COC(=O)CCSc1ccc(Cl)cc1	-7	-1	17	2	-3	.	0.2
COc1cccc(S(=O)(=O)N2CCC3(CC2)CN(C(=O)Nc2ccc(F)cc2)[C@@H](CO)c2[nH]c4cc(OC)ccc4c23)c1	.	.	7	-6	7	.	1.5
COc1ccc(NC(=O)CSc2nc3[nH]ncc3c(=O)n2-c2ccccc2OC)cc1OC	3	-9	.	.	9	-7	.
CCC(=O)Nc1ccc2c(c1)C(=O)N(C)C[C@H](OC)[C@@H](C)CN(C(=O)C1CC1)[C@H](C)CO2	0	5	-4	15	-2	.	-0.2
Cc1cc2c(NC(=O)CC(C)(C)CC(=O)O)cccc2nn1	22	-4	2	-1	-3	.	0.0
O=C(CN1CCc2ccccc2C1)Nc1ccccc1C(F)(F)F	21	5	28	-5	-4	0	-1.7
COc1cccc(NC(=O)N[C@H]2CC[C@@H](CC(=O)N3CCN(C)CC3)O[C@@H]2CO)c1	-15	-8	-1	0	-5	.	-6.1
COc1cccc(NC(=O)N(C)C[C@@H]2Oc3cc(/C=C/c4ccccc4)ccc3S(=O)(=O)N([C@H](C)CO)C[C@@H]2C)c1	.	7	13	-1	6	.	-2.2
COCCN(C(=O)CSc1nc(-c2ccccc2)cn1N)c1c(N)n(Cc2ccccc2)c(=O)[nH]c1=O	-2	18	-5	16	0	.	0.2
O=C1CCN=C(Nc2ccc(F)cc2)N1Cc1ccccc1	3	-2	.	.	-7	3	.
Cc1ccc2c(c1)N(C)/C(=C/c1cccc[n+]1CCO)S2	48	-26	13	3	-18	-9	-0.3
CNC(=O)c1ccsc1NC(=O)c1ccc2c(c1)CCCC2	-9	0	-125	-14	.	-2	0.1
O=C1CCc2ccc(NC(=O)C3CC3)cc2N1	28	.	2	13	4	-4	1.2
CCNC(=O)C[C@H]1CC[C@H]2[C@H](COc3ccc(NC(=O)c4cc(C)on4)cc3C(=O)N2C)O1	-6	2	13	-7	7	5[16.7 µM]	1.2
CCc1[nH]nc2c1C1(CCN(C(=O)c3ccccc3)CC1)C(C#N)=C(N)O2	.	.	5	-1	7	-5	2.1
C[C@H](CO)N1C[C@H](C)[C@@H](CN(C)S(=O)(=O)c2cn(C)cn2)OCCCC[C@H](C)Oc2ccc(NC(=O)Cc3ccccc3)cc2C1=O	4	.	3	123*	4	2[16.7 µM]	2.2
CCc1ccc(CN(C)C(=O)c2ccc3c(=O)n4c(nc3c2)CCC4)cc1	0	1	-13	-2	0	12	0.3
Cc1csc(NC(=O)Cc2ccc(F)cc2)n1	-107	-2	-75	2	-10	1	2.7
C[C@H]1CN([C@@H](C)CO)C(=O)c2cc(NS(=O)(=O)c3cccs3)ccc2O[C@H]1CN(C)C(=O)Nc1cccc2ccccc12	.	-14	1	4	5	0[16.7 µM]	-2.1
C/C=C/c1ccc(C2[C@H]3CNC[C@@H]2N3Cc2cc(-c3ccccc3)on2)cc1 (stereo partly drawn)	7&-6	1&-16	-16&-6	-2&-3	72*!	.	-3.1&-2.0
COc1cc2nc(CN(C)Cc3ccc(OC)c(OC)c3OC)[nH]c(=O)c2cc1OC	-21	4	-19	8	-1	.	2.3
CSc1ncccc1C(=O)Nc1ccc(S(=O)(=O)N2CCCC2)cc1	7	-3	4	-9	-11	-8	0.6
CC(C)C#Cc1ccc2c(c1)O[C@H](CN(C)Cc1cccnc1)[C@H](C)CN([C@H](C)CO)S2(=O)=O	-28	3	6	-7	-21	22[16.7 µM]	0.5
C[C@H](CO)N1C[C@H](C)[C@@H](CN(C)S(=O)(=O)c2ccc(C#N)cc2)OCc2ccccc2-c2ccccc2C1=O	.	3	0	0	-17	.	-0.2
CCC1(c2ccc(C)cc2)NC(=O)N(CC(=O)Nc2cccc(S(=O)(=O)N3CCCC3)c2)C1=O (stereo not drawn)	16	0	2	-4	-36	-3	-1.9
O=C(CSc1ccccn1)Nc1ccc2c(c1)OCCO2	-144	-6	-91	?	18	-1	-0.9
C[C@@H]1CN([C@H](C)CO)C(=O)Cc2cc(NC(=O)C3CCCCC3)ccc2O[C@@H]1CN(C)C(=O)NC1CCCCC1	1	.	0	-2	8	6[16.7 µM]	-1.3
O=C(COc1ccc(Br)cc1)OCc1nnc(-c2ccccc2)o1	-12	1	.	.	.	-6	.
NC1=C(Br)C(=O)c2ccccc2C1=O	22	-2	4	-9	.	10	-3.3
C[C@@H]1CN([C@H](C)CO)C(=O)Cc2cc(NS(=O)(=O)c3ccc(Cl)cc3)ccc2O[C@H]1CN(C)C(=O)Nc1cccc2ccccc12	.	.	13	-5	-13	0[16.7 µM]	-3.0
COc1ccc(S(=O)(=O)Nc2ccc3c(c2)C(=O)N([C@@H](C)CO)C[C@H](C)[C@H](CN(C)S(=O)(=O)c2ccccc2)O3)cc1	7	.	-3	4	-1	-8[16.7 µM]	0.0
COc1ccccc1C#Cc1ccc2c(c1)[C@@H]1[C@@H](CCN1S(=O)(=O)c1cccc(C)c1)[C@H](CO)N2	17	15	.	4	-30	.	2.8
NC(=O)OCC(O)COc1ccc(Cl)cc1 (stereo not drawn)	-20	-4	-21	15	5	-4	-3.6
CC(C)CN1CCNC(=O)C1CC(=O)N(C)CC1CCOCC1 (stereo not drawn)	6	-7	1	?	-9	-3	-1.4
CCOC(=O)c1c(C)[nH]c(C)c1C(=O)COC(=O)c1ccc(O)cc1	11	1	1	-7	4	14	-0.9
COc1ccc(N2CCN(C(=O)CCS(=O)(=O)c3ccc4c(c3)NC(=O)C(C)S4)CC2)cc1 (stereo not drawn)	29	3	-3	3	-9	-10	-0.3
O=c1oc2ccccc2c2c1C(O)CO2 (stereo not drawn)	4	.	-7	5	60	-5	0.6
O=S(=O)(c1ccc2nc(N3CCN(c4ccccc4)CC3)ccc2c1)N1CCCCC1	-14	-6	10	-7	4	-1	-3.6
c1ccc(-c2nnc(C(c3ccccc3)c3ccccc3)o2)cc1	-9	-5	-12	0	.	.	.
CN1CCCCC(NC(=O)C2CCCCC2)C1=O (stereo not drawn)	8	2	-9	-15	-2	.	1.4
O=C(NC(=S)Nn1cnc2c(cnn2-c2ccccc2)c1=O)c1ccccc1	11	15	.	.	13	.	.
CC(C)C(=O)Nc1ccc2c(c1)C(=O)N(C)[C@@H]1CC[C@@H](CC(=O)N[C@H](C)c3ccccc3)O[C@H]1CO2	37	2	0	-7	-4	23[16.7 µM]	1.7
O=C(C[C@H]1CC[C@@H]2[C@H](COC[C@@H](O)CN2C(=O)Nc2ccccc2)O1)NCCc1ccncc1	-15	-14	4	-2	1	-2[16.7 µM]	0.8
COC(=O)[C@@]12C[C@@H](CC(=O)NCCC(C)C)C(=O)N(CCc3ccc(OC)c(OC)c3)C1=CCC(C)(C)C2	20	.	1	-3	-27	.	-1.9
O=C(COC(=O)Cc1ccc(Cl)cc1Cl)Nc1ccc(OC(F)F)cc1	-10	0	.	.	-21	.	.
CC(OC(=O)CNC(=O)c1ccc2ccccc2c1)C(=O)N(C)C1CCCCC1 (stereo not drawn)	-11	3	-4	-1	-17	-6	-0.3
COc1ccccc1S(=O)(=O)N1CC[C@@H]2[C@H](CO)Nc3ccc(-c4ccc(C#N)cc4)cc3[C@@H]21	17	7	6	18	-4	-3[16.7 µM]	1.7
COCc1cc(C)nc(OCC(=O)N/N=C/c2ccc(O)cc2)c1C#N	-4	2	.	.	7	-5	.
O=C(Nc1ccccn1)C(=O)Nc1ccccn1	-12	-5	-61	11	0	.	-0.4
O=C(CCCc1c[nH]c2ccccc12)NCC1COc2ccccc2O1 (stereo not drawn)	6	0	29	4	-44	.	.
CCOc1ccc(C2C(C(=O)c3cccs3)=C(O)C(=O)N2Cc2cccnc2)cc1 (stereo not drawn)	-12	.	-6	-1	-14	-2	2.7
COc1ccc(NC(=O)c2cc(C)no2)cc1	-31	-2	-54	-5	-12	-5	3.3
Nc1nc(SCC(=O)c2cc(F)ccc2F)n[nH]1	14	-4	6	.	17	.	-0.3
O=C(CN1CCN(c2ncccn2)CC1)N1CCCC1	-3	3	5	5	4	.	-1.7
CC(C)CC#Cc1ccc([C@H]2[C@H](CO)N3C(=O)CN(C(=O)c4ccccn4)C[C@@H]23)cc1	.	5	4	-6	-4	.	-0.1
O=C(NCCCN1CCCC1=O)c1cccc(S(=O)(=O)Nc2ccc(F)cc2)c1	-3	0	0	6	.	65	4.0
COc1ccc(-c2nnc(SCC(=O)N3CCCCC3)o2)cc1OC	2	-19	2	0	4	-1	1.0
C[C@@H]1CCCCO[C@H](CN(C)S(=O)(=O)c2ccc(Cl)cc2)[C@@H](C)CN([C@@H](C)CO)C(=O)c2cc(NS(=O)(=O)c3ccc(Cl)cc3)ccc2O1	68*	5	-24	-3	2	.	5.7
